TRPC6 inhibitor – inhibitors of mouse TRPC6 channel. B-score at 10 µM. AID 2553. 1.1% of 310,000 active. HEK293-TRPC6, membrane potential dye, ACh-evoked depolarization; active compounds read low. Q61143;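 active = B-score under library mean minus 3 SD, initial fluorescence not abnormally high, positive integrated signal ratio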;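 also: B-score derived from integrated fluorescence ratio over the kinetic read; more negative B-score means stronger inhibition of depolarization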
Target sequence (Q61143 whole entry, looked up): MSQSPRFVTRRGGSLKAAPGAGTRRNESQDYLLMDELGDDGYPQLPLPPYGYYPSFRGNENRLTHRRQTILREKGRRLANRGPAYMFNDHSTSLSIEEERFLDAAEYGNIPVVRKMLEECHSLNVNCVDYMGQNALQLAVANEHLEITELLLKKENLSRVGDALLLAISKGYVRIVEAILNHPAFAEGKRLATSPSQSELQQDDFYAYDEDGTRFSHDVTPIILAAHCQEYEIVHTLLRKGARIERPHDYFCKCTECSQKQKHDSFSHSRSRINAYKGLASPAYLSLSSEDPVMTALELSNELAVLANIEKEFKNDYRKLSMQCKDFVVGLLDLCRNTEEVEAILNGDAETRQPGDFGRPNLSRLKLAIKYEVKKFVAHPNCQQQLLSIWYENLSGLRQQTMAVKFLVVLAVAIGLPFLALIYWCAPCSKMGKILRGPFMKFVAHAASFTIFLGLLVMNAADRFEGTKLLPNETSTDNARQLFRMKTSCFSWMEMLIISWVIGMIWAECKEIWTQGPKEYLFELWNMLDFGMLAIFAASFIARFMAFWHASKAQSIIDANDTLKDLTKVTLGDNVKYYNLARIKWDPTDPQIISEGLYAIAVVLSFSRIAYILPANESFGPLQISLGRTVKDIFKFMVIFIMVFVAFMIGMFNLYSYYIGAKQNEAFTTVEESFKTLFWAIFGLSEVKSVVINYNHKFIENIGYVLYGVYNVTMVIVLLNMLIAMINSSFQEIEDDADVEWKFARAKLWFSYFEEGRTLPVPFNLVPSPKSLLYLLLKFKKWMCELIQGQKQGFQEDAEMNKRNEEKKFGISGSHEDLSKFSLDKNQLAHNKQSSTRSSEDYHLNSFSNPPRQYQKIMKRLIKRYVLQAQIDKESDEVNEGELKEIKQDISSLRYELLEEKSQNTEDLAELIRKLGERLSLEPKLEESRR
MrgX1 PAM – allosterically activates human MrgX1 receptor signaling; Q96LB2; MrgX1-HEK293, Fluo-4 calcium flux, FDSS; active compounds read high; B-score at 10 µM; 0.63% of 310,000 active; AID 588675;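 active = plate-corrected calcium response at least 3 library SD above typical, normal starting fluorescence, not activating the receptor alone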;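 also: compound read alongside a low EC10 to EC30 dose of BAM8-22 agonist; peak minus trough fluorescence over baseline measured at the second addition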
MrgX1 antag – antagonists of human MrgX1 receptor; MRGX1-HEK293 calcium flux, Fluo-4, BAM8-22 antagonism; active compounds read low; 1.3% of 310,000 active; Q96LB2; B-score at 10 µM;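 active = calcium-response B-score plate-corrected more than 3 library SD below zero, starting fluorescence within 5 deviations, no agonist response on first addition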;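 also: peak minus trough fluorescence over baseline after final BAM8-22 challenge near maximal dose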
MrgX1 ag – human MrgX1 receptor agonism, primary screen; B-score at 10 µM; 0.44% of 310,000 active; MrgX1-HEK293 cells, Fluo-4 calcium fluorescence, agonist mode; active compounds read high; AID 588627;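 active = calcium response B-score plate-corrected fluorescence ratio at least 3 library SD, with starting fluorescence B-score inside 5 SD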
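Assay system: stable human MrgX1 HEK293 cell line. Quantity: 15,000 cells per well. Schedule: cells plated overnight, dye loaded 0.5 h 37 °C, 0.5 h room temperature. Detection: Fluo-4 NW calcium-flux fluorescence, kinetic read. Read-out basis: peak-minus-minimum fluorescence over baseline, converted to B scores. Control set: positive and negative control wells on each plate.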
RGS4 act – RGS4 potentiation or activation; HEK293 M3R/inducible RGS4, carbachol calcium flux Fluo4; active compounds read low; B-score at 10 µM; 0.92% of 310,000 active;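 active = B-score of the integrated calcium signal more than 4 SD below the library mean, with starting fluorescence not abnormally high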;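 also: negative B-score means reduced calcium response which marks RGS4 activation or potentiation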
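test system = M3R-expressing HEK293 line, RGS4 induced by doxycycline | probe or stimulus = carbachol at ECmax as muscarinic agonist stimulus | timing = dye loading 30 min 37 °C, buffer rest 30 min RT | signal = calcium dye Fluo4 fluorescence | evaluation = B score from integrated fluorescence ratio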
SKKanGAS inh – blocks kanamycin growth of S. pyogenes SKKanGAS strain. BacTiter-Glo, 6 h. inhibition, % at 7.5 µM. 1.3% of 300,000 active. AID 1662;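 active = mean replicate score, as percent of positive control median, at least 50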;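 also: strain carries kanamycin resistance gene driven by streptokinase promoter and grows in 40 µg/ml kanamycin; loss of luminescence reflects streptokinase promoter inhibition or plain growth inhibition; 0% = median of DMSO wells and 100% = positive control at its reference dose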
Platelet DG rel – platelet dense granule release activity; 0.22% of 300,000 active; human platelet-rich plasma, SFLLRN dense granule ATP release, luminescence; inhibition, %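 (compounds screened at 7.5 µM in platelet-rich plasma)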;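 active = mean replicate score, as percent of positive control, at or above 50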
RGS4 block – inhibitors of human RGS4; P49798; HEK293 M3R/RGS4 inducible, Fluo-4 calcium flux; active compounds read high; triggered by carbachol at its EC20; B-score at 10 µM; 0.45% of 310,000 active; AID 463165;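 active = B-score, a plate-corrected calcium signal, over three deviations above library mean, with baseline fluorescence within five deviations of library mean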;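 also: RGS4 expression induced by doxycycline in cells with stable M3 receptor; B-score is computed from the integrated fluorescence ratio over baseline after carbachol; higher B-score means a larger calcium signal and so more RGS4 inhibition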
Target sequence (P49798 whole entry, looked up): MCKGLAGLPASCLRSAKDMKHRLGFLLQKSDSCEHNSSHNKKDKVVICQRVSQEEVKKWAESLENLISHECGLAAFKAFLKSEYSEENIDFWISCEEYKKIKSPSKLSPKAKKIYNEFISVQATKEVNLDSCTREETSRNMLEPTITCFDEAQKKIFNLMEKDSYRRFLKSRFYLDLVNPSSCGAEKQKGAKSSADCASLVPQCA
TRPC6 act – activators of mouse TRPC6 channel | Q61143 | HEK293-TRPC6 membrane potential dye fluorescence; active compounds read high | B-score at 10 µM | 0.13% of 310,000 active | AID 2550;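 active = B-score of the integrated fluorescence ratio above library mean plus 3 SD, and starting fluorescence ratio within library mean plus 5 SD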;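 also: higher score means more depolarization so channel activation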
HIF act – HIF pathway transcriptional activation; activation, % at 7.5 µM (by protocol); 0.32% of 300,000 active; AID 1910; U2OS HRE-luciferase reporter, luminescence; normalized: DMSO 0%, desferrioxamine 100%;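 active = mean activation of at least 10% of the iron chelator positive control signal, with at least half of replicates also reaching 10%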
TRPC4 block – inhibitors of mouse TRPC4 channel; Q9QUQ5; HEK293 TRPC4beta/mu-opioid, DAMGO-evoked Fluo4 calcium flux; active compounds read low; B-score at 10 µM; 0.39% of 300,000 active; AID 2247;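 active = B-score over 3 SD under the library average, no early fluorescence shift, positive overall ratio signal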
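Assay system: TRPC4beta/mu-opioid receptor HEK293 cell line; compound dosing: single concentration per test compound; detection: Fluo4 Ca2+ flux fluorescence; evaluation: per-well B score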
An asterisk follows results filed as active; i = inactive; / = no result given.

SMILES | TRPC6 inhibitor | MrgX1 PAM | MrgX1 antag | MrgX1 ag | RGS4 act | SKKanGAS inh | Platelet DG rel | RGS4 block | TRPC6 act | HIF act | TRPC4 block
COc1ccc(C(=O)Nc2c3c(nn2-c2ccc(Cl)cc2)CS(=O)(=O)C3)cc1 | i | i | i | i | i | -3.7 | 3.3 | i | i | -0.5 | i
CCOc1ccc(C2CC(=O)N(Nc3ccc([N+](=O)[O-])cc3[N+](=O)[O-])C2=O)cc1 (centres undefined) | i | i | i | i | i | 6.6 | 3.3 | i | i | 0.2 | i
Cc1ccc(NC(=O)c2cccc(S(=O)(=O)N3CCCC3)c2)nc1 | i | i | i | i | i | -5.6 | -13.4 | i | i | 1.5 | i
O=C(Cc1ccc(Cl)cc1)Nc1cccnc1 | i | i | i | i | i | 4.6 | -1.8 | i | i | -2.1 | i
Cc1ccc(-c2cc(C(=O)N/N=C/C=C/c3ccccc3)n[nH]2)o1 | i | i | i | i | i | -23.4 | -1.4 | i | i | 0.5 | i
COC(=O)c1sc(N)c(C(=O)OC)c1COC(=O)C12CC3CC(CC(O)(C3)C1)C2 | i | i | i | i | i | 6.1 | 12.6 | i | i | 1.2 | i
O=C(Nc1cccc(OC(=O)c2ccc(Br)o2)c1)c1ccccc1 | i | i | i | i | i | -7.9 | 1.4 | i | i | 1.3 | i
O=C(Cn1cc(C(F)(F)F)ccc1=O)Nc1ccc(N2CCOCC2)cc1 | i | i | i | i | i | -1.0 | -3.4 | i | i | -0.7 | i
COc1ccc2[nH]c(C)c(CCNc3ccc(C(F)(F)F)cc3[N+](=O)[O-])c2c1 | i | i | i | i | i | 7.0 | 7.5 | i | i | 0.6 | i
O=c1c2c3c(sc2[nH]c(=S)n1Cc1ccco1)CCC3 | i | i | i | i | i | 0.1 | 3.1 | i | i | 1.0 | i
CC(CCc1ccco1)N(C)S(=O)(=O)c1csc(C(N)=O)c1 (centres undefined) | i | i | i | i | i | 3.4 | 8.2 | i | i | 0.4 | i
COC(=O)/C(C#N)=C/c1c(N2CCN(c3ccc(OC)cc3)CC2)nc2c(C)cccn2c1=O | i | i | i | i | i | 13.9 | -6.8 | i | i | 0.9 | i
COc1cccc(N(CC(=O)NCCSc2ccccc2)S(C)(=O)=O)c1 | i | i | i | i | i | 5.8 | 12.4 | i | i | -0.3 | i
Nc1nn(-c2ccccc2)c(N)c1N=Nc1ccc2c(c1)OCO2 | i | i | i | i | i | -11.7 | -13.9 | i | i | 2.2 | i
COc1ccc(C(=O)NC2CC2)cc1OC1CCN(C(C)CSC)CC1 (centres undefined) | i | i | i | i | i | 4.5 | -4.2 | i | i | 0.2 | i
CN(Cc1ccccc1)C(=O)c1[nH]cnc1C(=O)N[C@@H](Cc1ccccc1)C(=O)OCc1ccccc1 | i | i | i | i | i | 8.6 | -1.1 | i | i | 0.2 | i
CCCN1C2CCCC1CC(NC(=O)c1ccc(F)cc1)C2 (centres undefined) | i | i | i | i | i | -2.2 | -1.7 | i | i | -0.5 | i
COc1ccc(N(C)S(=O)(=O)c2cccc(C(=O)NC3CCC(C)CC3)c2)cc1 (centres undefined) | i | i | i | i | i | -0.5 | -1.5 | i | i | -0.1 | i
CCOc1ccc(CNC(c2ccccc2)c2ccccc2)cc1 | i | i | i | i | i | 1.1 | 7.2 | i | i | -2.8 | i
CC(=O)N(c1ccc(Br)cc1)C1C=CS(=O)(=O)C1 (centres undefined) | i | i | i | i | i | 0.2 | 22.5 | i | i | / | i
CCCN1CCC(=O)N(CCSc2ccc(OC)cc2)CC1 | i | i | i | i | i | 1.4 | 3.2 | i | i | 2.1 | i
CN(C)c1nc(N)nc(CSc2nnnn2-c2ccc(C(=O)O)cc2)n1 | i | i | i | i | i | -0.9 | 10.6 | i | i | -0.1 | i
O=C(CSc1nncc2ccccc12)N1CCCCC1 | i | i | i | i | i | 1.6 | -0.9 | i | i | 0.3 | i
COc1ccc(C(=O)C2CCCN(Cc3cn[nH]c3-c3ccc(F)cc3)C2)cc1OC (centres undefined) | i | i | i | i | i | 3.4 | 4.7 | i | i | -0.3 | i
COC(=O)CN1C(=O)C2(OCCCO2)c2cc(Br)ccc21 | i | i | i | i | i | -2.0 | -6.1 | i | i | -0.6 | i
CN(C(=O)CSc1nc2ccc([N+](=O)[O-])cc2s1)C1CCS(=O)(=O)C1 (centres undefined) | i | i | i | i | i | -9.5 | -1.4 | i | i | -0.4 | i
O=C1c2cccc3c(N4CCOCC4)c([N+](=O)[O-])cc(c23)C(=O)N1c1cccc2ccccc12 | i | i | i | i | i | 31.0 | -11.6 | i | i | -0.6 | i
COc1cc(C2N(c3ccc(F)cc3)C(=O)C3CCCN32)cc(OC)c1OC (centres undefined) | i | i | i | i | i | -3.0 | 18.1 | i | i | -0.2 | i
N#Cc1ccccc1CSc1ncccc1C(=O)O | i | i | i | i | i | 2.7 | -6.0 | i | i | 0.2 | i
O=C(/C=C/c1cccc([N+](=O)[O-])c1)NC(=S)Nc1cccc(NC(=O)c2ccccc2Cl)c1 | i | i | i | i | i | 7.5 | 17.7 | i | i | 0.4 | i
Cc1c(NC(=O)CSCc2ccc(Br)cc2)c(=O)n(-c2ccccc2)n1C | i | i | i | i | i | -2.3 | -2.7 | i | i | -0.6 | i
O=[N+]([O-])c1c(Nc2ccccc2)ccc2nonc12 | i | i | i | i | i | -9.0 | -8.3 | i | i | -0.3 | i
Cc1nc2ccc(NC(=O)CS(=O)(=O)c3ccccc3)cc2s1 | i | i | i | i | i | 1.8 | 6.7 | i | i | 2.7 | i
Cc1cc(C)c(S(N)(=O)=O)c(C)c1N(C)S(=O)(=O)c1ccccc1 | i | i | i | i | i | 5.7 | 5.9 | i | i | -0.3 | i
COc1cc(CN(C)CCc2ccccn2)cc(OC)c1OC | i | i | i | i | i | 9.4 | 7.1 | i | i | -0.1 | i
Cc1cc(OC(C)C(=O)N(Cc2ccco2)C2CCS(=O)(=O)C2)ccc1Cl (centres undefined) | i | i | i | i | i | -4.9 | 4.8 | i | i | -0.1 | i
COc1ccc(NC(=S)NNC(=O)Cn2nc([N+](=O)[O-])cc2C)cc1 | i | i | i | i | i | -4.2 | -5.2 | i | i | 0.2 | i
COc1cc(Br)c(CN2C(=O)NC3(CCCCCC3)C2=O)cc1OC | i | i | i | i | i | -14.2 | -21.8 | i | i | 2.1 | i
CCNc1nc(Oc2ccc(F)cc2)cc(C(F)(F)F)n1 | i | i | i | i | i | 4.1 | -5.9 | i | i | -0.7 | i
C=CCN1C(=O)/C(=C/c2ccc(-c3ccc(F)cc3)o2)SC1=S | i | i | -5.6* | i | i | -1.9 | -2.0 | 14.3* | i | 0.1 | i
O=C(CSc1nnnn1-c1cccnc1)Nc1ccc(OCc2ccccc2)cc1 | i | i | i | i | i | -12.8 | -0.7 | i | i | 0.3 | i
COc1ccc(N2CCN(C(=O)c3ccc(C(C)(C)C)cc3)CC2)cc1 | i | i | i | i | i | 0.7 | -3.9 | i | i | -0.3 | i
COC(=O)CC1(c2ccccc2)C(=O)c2ccccc2C1=O | i | i | i | i | i | -5.3 | -0.5 | i | i | 0.5 | i
Cc1cc([N+](=O)[O-])ccc1-c1ccc(/C=N/NC(=O)Cc2ccccc2)o1 | i | i | i | i | i | 13.0 | 0.5 | i | i | -0.3 | i
COc1ccc(OC)c(C2N(c3cc(C)on3)C(=O)C3CCCN32)c1 (centres undefined) | i | i | i | i | i | -2.1 | 3.8 | i | i | -0.1 | i
COc1ccccc1NC(=O)C(CC=C(Cl)Cl)C(C)=O (centres undefined) | i | i | i | i | i | -1.5 | -3.4 | i | i | 0.7 | i
COc1cc(CNC(C)(C)CO)cc(Br)c1OCc1ccccc1 | i | i | i | i | i | 0.7 | -2.0 | i | i | 0.0 | i
O=C(C1CCN(Cc2ccc(Cl)cc2)CC1)N1CCN(Cc2ccc3c(c2)OCO3)CC1 | i | i | i | i | i | 1.2 | -6.9 | i | i | -0.3 | i
CC(C)COC(=O)CCn1[nH]c(=O)c2ccccc2c1=O | i | i | i | i | i | -7.0 | 1.3 | i | i | -0.3 | i
COc1ccc(CNC(=O)Cn2nc([N+](=O)[O-])c(Br)c2C)cc1OC | i | i | i | i | i | 2.6 | 7.9 | i | i | 1.0 | i
COc1ccc(OC)c(C(c2nnnn2CCC(C)C)N2CCN(C(=O)c3ccco3)CC2)c1 (centres undefined) | i | i | i | i | i | 3.5 | -1.9 | i | i | -0.1 | i
CCOc1ccc(S(=O)(=O)NCCC(=O)N(C)Cc2ccc(C)o2)cc1 | i | i | i | i | i | 3.8 | 9.9 | i | i | -0.4 | i
COc1ccc(C(=O)Nc2ccc(N3CCN(C(=O)c4cccs4)CC3)cc2)cc1Br | i | i | i | i | i | 16.9 | -2.0 | i | i | 0.1 | i
O=C(CNC(=O)c1ccc(S(=O)(=O)N2CCCC2)cc1)N/N=C/c1ccc(F)cc1 | i | i | i | i | i | -9.7 | 4.8 | i | i | 0.7 | i
CCOC(=O)/C=C1\SCC(=O)N1CC(=O)NC12CC3CC(CC(C3)C1)C2 | i | i | i | i | i | 0.9 | -0.2 | i | i | 0.3 | i
O=C(CCN1C(=O)c2ccc([N+](=O)[O-])cc2C1=O)Nc1ccccc1C(=O)O | i | i | i | i | i | -0.5 | 17.7 | i | i | -0.2 | i
O=C(Nc1ccc(Cl)c(Cl)c1)OCc1cncs1 | i | i | i | i | i | 4.3 | 3.5 | i | i | 0.8 | i
CSc1ccc(NC(=O)/C=C/C(=O)O)cc1 | i | i | i | i | i | 3.8 | 3.7 | i | i | 1.2 | i
CCOC(=O)c1sc(NC(=O)c2cccnc2)c(C#N)c1C | i | i | i | i | i | 5.4 | 9.0 | i | i | 0.9 | i
CCC(=O)c1ccc(OCc2ccc(C(=O)OC)cc2)cc1 | i | i | i | i | i | -0.5 | -2.8 | i | i | 0.4 | i

The results go on:
SMILES | TRPC6 inhibitor | MrgX1 PAM | MrgX1 antag | MrgX1 ag | RGS4 act | SKKanGAS inh | Platelet DG rel | RGS4 block | TRPC6 act | HIF act | TRPC4 block
COC(=O)C(Cc1c[nH]c2ccccc12)NC(C)=O (centres undefined) | i | i | i | i | i | 0.4 | 1.7 | i | i | -0.2 | i
OC1(c2ccccc2F)CCN(Cc2nnnn2CCc2ccccc2)CC1 | i | i | i | i | i | -5.7 | 5.0 | i | i | -0.3 | i
O=C(CSc1ccccn1)Nc1nncs1 | i | i | i | i | i | 1.2 | -2.5 | i | i | -0.2 | i
CCCCN=C1NN=C(c2ccc3c(c2)OCCO3)CS1 | i | i | i | i | i | -0.4 | -5.9 | i | i | -0.2 | i

Compound activity deposited in PubChem by several laboratories.
